TbPYK inhibitor = T. brucei pyruvate kinase inhibition | TbPYK enzyme, Kinase-Glo Plus ATP luminescence, 45 min | Potency, µM (doses to about 76.8 µM), without a hit: top-dose activity, negative = inhibition, usual class: inhibitors | 0.12% of 410,000 active; further: potency means the concentration at half of the fitted maximal effect; nearly all actives have a fitted effect of over 50% in size
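Enzyme and substrate buffer are dispensed first and compound is pin-transferred. ADP at 130 uM final then starts the reaction, which runs 45 min at room temperature. Detection reagent is added for 10 min before luminescence is imaged.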
HCMV antiviral = inhibitors of human cytomegalovirus. HFF cells, HCMV-luciferase reporter, 72 h; active compounds read low. activity change, negative = inhibition, % at 57.5 µM. 4.5% of 410,000 active; in the data active means activity change below about -60%; inconclusive means no clear call, values can overlap the other calls; inactive means above about -39%
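Screen run at 2 compound doses on HFFs infected with reporter HCMV, MOI 1 PFU/cell. Luciferase activity from cell lysates at 72 h post infection gave inhibition relative to buffer-only and Salinomycin wells.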
AmpC inh detg = AmpC beta-lactamase inhibition with detergent present. P00811. AmpC hydrolysis of nitrocefin, absorbance 480 nm, 0.01% Triton. Potency, µM (top dose mostly 114 µM), without a hit: top-dose activity change, negative = inhibition, hits mostly inhibitors. 0.041% of 370,000 active. AID 485294;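 further: potency means the concentration at half of the fitted maximal effect; 0% = no-compound wells and -100% = no-enzyme wells; nearly all actives have a fitted effect of over 25% in size; some results filed as inactive show a strong effect at the top dose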
Target sequence (P00811 whole entry, looked up): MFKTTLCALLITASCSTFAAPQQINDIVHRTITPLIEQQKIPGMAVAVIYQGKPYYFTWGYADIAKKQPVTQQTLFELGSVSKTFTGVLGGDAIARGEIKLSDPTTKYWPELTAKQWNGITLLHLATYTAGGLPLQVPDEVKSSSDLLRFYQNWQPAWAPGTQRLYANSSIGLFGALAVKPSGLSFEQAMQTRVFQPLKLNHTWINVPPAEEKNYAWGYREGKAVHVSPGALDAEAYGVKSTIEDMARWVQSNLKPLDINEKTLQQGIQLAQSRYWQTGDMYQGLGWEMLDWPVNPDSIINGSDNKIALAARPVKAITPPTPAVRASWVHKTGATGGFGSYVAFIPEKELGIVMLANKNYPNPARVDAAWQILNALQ
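AmpC (5.3 nM in the dispensed reagent) in 20 mM phosphate pH 7.0 with 0.01% (detergent screen) or 0.0001% Triton X-100 was preincubated with compounds for 15 min at room temperature. Nitrocefin was then added from an 800 uM solution, and hydrolysis was followed at 480 nm.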
AmpC inh no detg = AmpC beta-lactamase inhibition without detergent; P00811; AmpC nitrocefin hydrolysis, absorbance 480 nm, 0.0001% Triton; Potency, µM (titrated, usually from 57.1 µM), for the others: at the highest dose activity change, negative = inhibition, actives largely listed as inhibitors; 0.52% of 330,000 active;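 further: potency means the concentration at half of the fitted maximal effect; plate controls were no compound for no effect and no enzyme for full effect; nearly all actives have a fitted effect of over 20% in size; some results filed as inactive show a strong effect at the top dose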
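AmpC (5.3 nM in the dispensed reagent) in 20 mM phosphate pH 7.0 with 0.01% (detergent screen) or 0.0001% Triton X-100 was preincubated with compounds for 15 min at room temperature. Nitrocefin was then added from an 800 uM solution, and hydrolysis was followed at 480 nm.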
AMA1 RON2 block = disrupts binding of P. falciparum AMA1 to RON2 | AlphaScreen AMA1-biotinylated RON2 peptide binding | 0.2% of 360,000 active | Potency, µM (series often up to 58.2 µM), inactives show at the highest dose activity change, negative = inhibition, hits mostly inhibitors;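 further: potency means the concentration at half of the fitted maximal effect; 0% = vehicle wells and -100% = peptide control; nearly all actives have a fitted effect of over 45% in size; some results filed as inactive show a strong effect at the top dose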
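AMA1 (3D7) with his tag at 25 nM final met compounds first, then biotinylated RON2 peptide at 25 nM; detection used donor plus acceptor beads, 10 µg/mL apiece, read by AlphaScreen after 30 min at room temperature.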
Sm TGR inh = inhibitors of Schistosoma mansoni thioredoxin glutathione reductase; Potency, µM (top dose mostly 114 µM), for the others: at the top dose activity change, negative = inhibition, actives largely listed as inhibitors; purified TGR, DTNB reduction, TNB absorbance 405 nm; AID 485364; 3% of 360,000 active; further: potency means the concentration at half of the fitted maximal effect; nearly all actives have a fitted effect of over 60% in size
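TGR 20 nM + NADPH 100 uM (dispensed conc.), cpd preinc 15 min RT; start with NADPH (500 uM addition) then DTNB (15 mM addition). Kinetic TNB absorbance, 405 nm filter. Four-parameter Hill fit across titration.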
LmPK inhibitor = inhibitors of Leishmania mexicana pyruvate kinase; purified LmPK, Kinase-Glo ATP luminescence, 1 h; Potency, µM (doses to about 57.5 µM), inactives show at the top dose activity change, negative = inhibition, hits mostly inhibitors; 0.37% of 290,000 active; further: potency means the concentration at half of the fitted maximal effect
Target sequence (Q27686 whole entry, looked up): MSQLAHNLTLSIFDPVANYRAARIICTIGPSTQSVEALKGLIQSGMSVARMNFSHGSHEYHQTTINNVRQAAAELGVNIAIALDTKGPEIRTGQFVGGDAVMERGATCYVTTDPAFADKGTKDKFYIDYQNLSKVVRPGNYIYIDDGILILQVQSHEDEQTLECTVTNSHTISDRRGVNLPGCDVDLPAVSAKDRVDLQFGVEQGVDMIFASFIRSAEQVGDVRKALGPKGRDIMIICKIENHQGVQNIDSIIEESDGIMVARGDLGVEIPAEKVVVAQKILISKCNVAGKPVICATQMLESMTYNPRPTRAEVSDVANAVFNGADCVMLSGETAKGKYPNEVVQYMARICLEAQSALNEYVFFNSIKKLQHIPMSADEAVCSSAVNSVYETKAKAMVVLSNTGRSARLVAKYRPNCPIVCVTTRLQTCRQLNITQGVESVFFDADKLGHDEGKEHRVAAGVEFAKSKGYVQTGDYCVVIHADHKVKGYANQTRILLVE
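Kinase-Glo luminescence read after 1 h RT reaction of 0.1 nM LmPK with 0.5 mM PEP and 0.1 mM ADP. Activity scaled between uninhibited and enzyme-free controls.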
An asterisk follows results filed as active; u = inconclusive; x = no result given; [ ] = dose if it differs, or a comment. Unless noted, the call rests on the fitted dose curve; in most records, active means well fitted curve in the direction sought with a large enough effect; inconclusive means small, poorly fitted or top-dose-only effect, or another doubt; inactive means no such curve, though single readings can be large; an effect the other way counts as inactive or inconclusive. Unless noted, on the % scale 0 is the no-effect control and ±100 the full control effect.

smiles,TbPYK inhibitor,HCMV antiviral,AmpC inh detg,AmpC inh no detg,AMA1 RON2 block,Sm TGR inh,LmPK inhibitor
CC(=O)Nc1nnc(CCS(=O)(=O)c2ccc(C)c(C)c2)s1,2%,17,2%,-8%,6%,9%,7%
CC(C)OCCCNC(=O)c1ccc2c(c1)N(Cc1c(F)cccc1Cl)C(=O)c1ccccc1S2,-9%,u,8%,x,x,11%,x
Cn1c(N)nc(N)c(NC=O)c1=O,-3%,-2,x,x,2%,x,x
CCOC(=O)c1c(NC(=O)Cc2cccs2)sc(C(=O)NC2CCCC2)c1C,5%,6,-12%,-21%,9%,-24%,7%
NS(=O)(=O)c1ccc(NC(=O)c2cc(Cl)ccc2Cl)cc1,-3%,7,-6%,-32%,13%,-16%,2%
CCOc1ccc(NS(=O)(=O)c2ccc(C(=O)N3CCN(c4ncccn4)CC3)cc2)cc1,-2%,-28,5%,38%,-2%,-7%,8%[11.5 µM]
CCn1nc(C)cc1C(=O)N1CCCC(C(=O)c2ccc3ccccc3c2)C1 (centres undefined),-3%,0,7%,147%[activator],-2%,14%,7%
O=[N+]([O-])c1cccc(Cl)c1CSc1ccccn1,-4%,u,2%,-22%,u,-2%,-1%
COc1ccc(CCNC(=O)C/C(C)=N/NC(=O)c2ccc(N)cc2)cc1OC,-2%,4,3%,u,40%[activator],5%,-1%
COc1cc2c(cc1OC)C(c1ccc(N(C)C)cc1)NCC2 (centres undefined),0%,u,3%,-7%,-13%,-24%,-5%
Cc1oc2c(c1C(=O)Nc1ccccc1Br)C1=NCCN1C=N2,2%,13,19%,x,x,1%,x
CC(=O)c1ccc(NC(=O)C(=O)c2cn(CC(=O)N3CCCCC3)c3ccccc23)cc1,0%,13,u,-9%,5%,1%,0%
CC(C)C(NC(=O)c1ccc(F)cc1)C(=O)N1CCN(c2ccccn2)CC1 (centres undefined),4%,0,x,103%[activator],-6%,x,x
CCCNC(=O)C(C)n1c2ccccc2c2nc(=O)cc(C)n21 (centres undefined),x,x,u,-10%,x,-27%,9%
CCOC(=O)C1=C(CSc2nc3c(cc2C#N)CCC3)OC(N)=C(C#N)C1c1ccccc1 (centres undefined),u,-8,3%,-24%,17%,4%,-4%
CCn1c(-c2ccc(N)cc2)nc2ccccc21,-3%,161,u,-15%,-10%,1%,4%
Cc1ccc2c(c1)CCCN2N=O,0%,u,-2%,-16%,-7%,-8%,1%
Cc1ccc(NC(=O)CC(NCCN2CCOCC2)C(=O)O)cc1Cl (centres undefined),3%,32,u,-10%,36%[activator],-21%,-5%
CCOC(=O)C1=C(C)NC(=O)CC1c1cc(OC)c(OC)cc1Br (centres undefined),3%,0,u,47%,-10%,-7%,6%
CCOC(=O)c1cccc(NC(=O)CCS(=O)(=O)c2ccc3c(c2)CC(=O)N3C)c1,0%,-3,0%,x,x,-11%,x
COc1ccc(-n2ccnc(NCCc3ccccc3)c2=O)cc1OC,-2%,-2,-3%,x,x,4%,x
CCN(CC)CCCNC(=O)C1CCN(C(=O)c2oc3cc4sc(N(C)C)nc4cc3c2C)CC1,-11%,3,u,66%[activator],-4%,-24%,-1%
COC(=O)c1cc2ccccc2n1Cc1ccc(Cl)nc1,4%,-3,-6%,-8%,0%,4%,1%
O=C(NCCCN1CCOCC1)C(Sc1ccccc1)c1ccccc1 (centres undefined),-8%,-4,-2%,u,3%,3%,-4%
COc1ccc(CNC(=O)CSc2nc3ccccc3nc2Cc2ccccc2OC)cc1,3%,13,0%,x,x,-1%,x
O=C(NOCc1ccccc1)c1ccc(Cl)cc1Cl,0%,-11,u,-30%,-3%,1%,x
CC1(c2ccc(Cl)cc2)CC(C)(C)N(C(=O)c2ccccc2)c2ccccc21 (centres undefined),0%,-83*,-1%,x,x,10%,x
CCCn1nc(CC(=O)O)c2ccccc2c1=O,-2%,-35,-2%,-7%,4%,4%,-4%
CCCn1c(=S)[nH]c2ccc(C(F)(F)F)cc21,u,-19,-5%,-34%,64%[activator],-7%,9%
CCOC(=O)CSc1nc(-c2ccccn2)ncc1OC,-23%,-9,9%,-5%,35%[activator],5%,-1%
Cc1cc2cc(CCNC(=O)c3cccs3)c(=O)[nH]c2cc1C,-1%,-99*,-14%,-47%,-2%,-16%,1%
COc1cccc(NC(=O)CN2C(=O)COc3ccc(Cl)cc32)c1,-12%,u,-16%,-10%,2%,-1%,4%
Cc1ccc(OCC(=O)NCCCNC(=O)c2ccncc2)cc1C,1%,0,-5%,4%,0%,-2%,10%
COCC(C)NC(=O)C1CC(=O)N(c2ccc(C)cc2)C1 (centres undefined),0%,13,-17%,-1%,-2%,1%,-1%
COc1ccc(Nc2nc3ccc(C)cn3c(=O)c2/C=N/O)cc1,4%,-22,-1%,-9%,5%,7%,9%
Cc1cc(C)cc(NC(=O)CSc2oc(-c3ccco3)nc2S(=O)(=O)c2ccccc2)c1,10%,2,15%,x,x,-9%,x
CC(=O)NC(CC(=O)Nc1nccs1)c1ccccc1 (centres undefined),-6%,48,-5%,28%,22%,-6%,4%
COc1ccccc1C1CCN(C(=O)c2ccc(C(C)(C)C)cc2)CC1,1%,u,-5%,28%,-9%,1%,-3%
CN1CCN(S(=O)C23CC4CC(CC(C4)C2)C3)CC1 (centres undefined),-20%,-8,-10%,-5%,6%,-7%,4%
CC(C)C(=O)N1CCN(c2ccc([N+](=O)[O-])cc2Cl)CC1,0%,u,-6%,-14%,-3%,-1%,0%
COc1ccc(C2=NS(=O)(=O)N(C)C(C(=O)NC3CCCC3)=C2)cc1,8%,0,u,-23%,2%,7%,-4%
CCOc1ccccc1C(=O)N(CN1CCCC1=O)c1cccc(Cl)c1,-7%,-33,-10%,36%,-3%,7%,-5%
Cc1oc2ncn(CC(C)C)c(=O)c2c1C(=O)NCCCN1CCC(C)CC1,2%,2,-6%,x,x,-8%,x
c1ccc(Cc2cc[n+](Cc3ccccn3)cc2)cc1,-4%,28,5%,1%,11%,2%,-5%
O=C(NCCc1ccccc1)c1c2c(nc3ccccc13)C(=O)N(C1CCCCC1)C2,1%,62,23%,x,x,9%,x
CCN(C(=O)CSc1nnc(C(C)N(C)C)n1-c1ccc(F)cc1)C1CCS(=O)(=O)C1 (centres undefined),6%,-12,-16%,2%,4%,u,x
CCOC(=O)COc1ccc(-c2nnn(CC(=O)Nc3ccccc3)n2)cc1,-8%,-4,-2%,x,x,-3%,x
Cc1ccc(Cn2cc(CN3CC(N(C)C)CS3(=O)=O)nn2)cc1 (centres undefined),3%,5,x,x,-4%,x,x
Cc1cc2cc(CNC(=O)c3ccc(S(=O)(=O)N4CCCCC4)cc3)ccc2[nH]1,-4%,-6,u,-33%,-5%,-6%,2%
COc1cc(CN(CC2CCCO2)C(=O)c2ccco2)cc(OC)c1OC (centres undefined),0%,0,-7%,12%,26%,0%,9%
O=C(COC(=O)Cc1ccc(Cl)cc1)NCc1ccco1,-6%,-7,x,-11%,7%,x,x
CCOc1ccc(N(Cc2ccc(OC)c(OC)c2)C(=O)c2ccco2)cc1,0%,-10,6%,79%[activator],-3%,2%,2%
CC1CCN(C(=S)c2ccccc2O)CC1,-4%,2,-1%,-26%,-7%,64%[activator],0%
CCOc1ccc(/C=C/c2nc(C#N)c(N3CCN(c4ccc(OC)cc4)CC3)o2)cc1,-3%,-32,-1%,x,x,0%,x
O=C(O)C(Cc1ccc(F)cc1)c1ccccc1 (centres undefined),-11%,-18,-3%,-14%,6%,u,-4%
CCN(CC)S(=O)(=O)c1ccc(NN=C2CCN(C)CC2)c([N+](=O)[O-])c1,5%,-23,-15%,-21%,-7%,-29%,0%
O=C(Nc1nccs1)c1nc[nH]c1C(=O)N1CCc2ccccc2C1,-7%,8,1%,-8%,136%[activator],-21%,x
C[C@]12CC[C@H](O)CC1=CCC1C2CC[C@]2(C)C(=O)[C@H](Br)CC12 (some centres undefined),-27%,12,x,-19%,16%,x,x
Cc1ccc(NS(=O)(=O)c2ccc(C(=O)N3CCCC(C(F)(F)F)C3)cc2)cc1 (centres undefined),0%,-28,u,35µM*,9%,2%,x
COc1ccc(CCN2C(=O)NC(NC(=O)CC(C)C)(C(F)(F)F)C2=O)cc1OC (centres undefined),5%,45,-5%,12%,-7%,0%,3%

Record cards (already shown).
Cc1ccc(NS(=O)(=O)c2ccc(C(=O)N3CCCC(C(F)(F)F)C3)cc2)cc1 (centres undefined) in the list: TbPYK inhibitor: 0%; HCMV antiviral: -28; AmpC inh detg: u; AmpC inh no detg: 35µM*; AMA1 RON2 block: 9%; Sm TGR inh: 2%; LmPK inhibitor: x
CC(=O)NC(CC(=O)Nc1nccs1)c1ccccc1 (centres undefined) in the list: TbPYK inhibitor: -6%; HCMV antiviral: 48; AmpC inh detg: -5%; AmpC inh no detg: 28%; AMA1 RON2 block: 22%; Sm TGR inh: -6%; LmPK inhibitor: 4%

The list goes on:
smiles,TbPYK inhibitor,HCMV antiviral,AmpC inh detg,AmpC inh no detg,AMA1 RON2 block,Sm TGR inh,LmPK inhibitor
COc1cc(CN2C(=O)C(CCc3ccccc3)ON=C2c2cnccn2)cc(OC)c1 (centres undefined),-8%,25,x,x,-5%,x,x
Nc1cc2[nH]c(=O)c3ccccc3c2cc1Br,1%,1,x,x,-15%,x,x
CCOc1ccc(C)cc1S(=O)(=O)n1ccc(C)n1,-6%,u,-13%,-4%,-2%,1%,-1%
CCOCCc1nn2c(=O)cc(COC(=O)CNC(=O)c3ccc(C(C)(C)C)cc3)nc2s1,2%,-4,-9%,x,x,-14%,x

High-throughput results as filed in PubChem.
